# Bioassay records: PubChem, several laboratories
# HTR5A inv ag – inverse agonist of human HTR5A in OPRM1-OPRD1 counter-screen; AID 504634; HTR5A cell line, luminescence, inverse agonism; P47898; inhibition, % at 9.3 µM; 340,000 compounds, 0.083% hits; in the data active means inhibition mostly above about 23%, no sharp cut-off; inactive means mostly below about 18%;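 further: 0% = cells with DMSO and 100% = no-cell wells with DMSO; some compounds called inactive have numbers as strong as hits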
# CDK5 inh – inhibitors of human CDK5/p35 kinase. Q00535+Q15078. Recombinant CDK5/p35, ADP-Glo luminescence, 60 min. inhibition, % at 10 µM. 330,000 compounds, 0.01% hits. AID 488839;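 active means highest replicate inhibition of at least 50% and at least 75% of replicates reaching 50%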;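 further: plate controls were DMSO neutral control for no effect and GW8510 at 10 µM for full effect; many of its hits are not listed in these tables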
# DAGLB inhibitor – diacylglycerol lipase beta (human) inhibition. Q8NCG7. HEK293T DAGLB membrane lysate, EnzChek fluorogenic substrate. inhibition, % at 5.17 µM. 340,000 compounds, 0.059% hits; in the data active means inhibition above about 34%;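 further: 0% = enzyme with vehicle and 100% = wells lacking enzyme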
# Target sequence (Q8NCG7 whole entry, looked up): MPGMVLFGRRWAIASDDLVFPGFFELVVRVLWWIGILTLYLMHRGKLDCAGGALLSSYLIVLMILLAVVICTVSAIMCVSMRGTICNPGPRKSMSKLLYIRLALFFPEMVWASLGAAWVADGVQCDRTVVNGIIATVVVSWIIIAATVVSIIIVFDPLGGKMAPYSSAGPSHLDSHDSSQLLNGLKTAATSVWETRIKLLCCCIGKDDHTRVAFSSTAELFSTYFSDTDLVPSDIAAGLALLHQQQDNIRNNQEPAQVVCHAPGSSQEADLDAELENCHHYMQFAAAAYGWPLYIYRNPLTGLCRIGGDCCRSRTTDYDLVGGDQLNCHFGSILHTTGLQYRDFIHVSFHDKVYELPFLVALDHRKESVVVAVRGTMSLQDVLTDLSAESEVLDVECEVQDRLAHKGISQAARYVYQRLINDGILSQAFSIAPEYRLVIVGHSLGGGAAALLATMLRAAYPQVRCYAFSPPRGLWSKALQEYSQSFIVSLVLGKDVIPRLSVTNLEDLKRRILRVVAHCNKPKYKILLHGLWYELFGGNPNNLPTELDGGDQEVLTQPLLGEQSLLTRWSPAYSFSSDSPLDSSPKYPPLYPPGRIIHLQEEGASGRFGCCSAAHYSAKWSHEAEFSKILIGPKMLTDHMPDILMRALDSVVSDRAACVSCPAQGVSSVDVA
# Tat transport – E. coli Tat transport inhibition | E. coli MC4100 TorA-mCherry Tat export, fluorescence | inhibition, % at 10 µM | 340,000 compounds, 0.036% hits;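 active means mean replicate inhibition at least 50% and at least half of replicates individually reaching 50%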;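 further: exported cargo escapes ClpAP degradation while cytoplasmic cargo is degraded and loses fluorescence; 0% = median of neutral control wells and 100% = median of NaSCN control wells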
# Ecoli viability – bacterial growth inhibition, counter-screen for AddAB inhibitors | E. coli V3065 growth, OD600 absorbance, 18 h | inhibition, % at 11.9 µM | 330,000 compounds, 0.27% hits;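 active means inhibition above the campaign's mean inhibition across all tested compounds plus 3 SD, cut at about 9.9% in these data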;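 further: uninfected addAB+ strain grown without phage in ampicillin broth; 0% = DMSO wells and 100% = ciprofloxacin 0.95 µg/ml wells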
# AddAB inh – less growth of phage-infected E. coli with AddAB; E. coli expressing H. pylori AddAB, absorbance growth; inhibition, % at 11.9 µM; 330,000 compounds, 0.29% hits; AID 435030; in the data active means inhibition above about 12%;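 further: 0% = vehicle wells of infected cells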
# PKA-R1A activ – PKA-R1A complex activation; 340,000 compounds, 0.083% hits; activation, % at 11.4 µM; PKA-R1A dissociation, Cy5-IP20 fluorescence polarization; scaled: DMSO 0%, 113 µM cGMP 100%; P00514+P68181;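 active means percent activation above the mean of all tested compounds plus 3 SD, cut at about 19% in these data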;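 further: higher means more PKAc released from R1A so a rise in polarization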
# HTR5A ag – HTR5A agonism, opioid heterodimer counter-screen | P47898 | HTR5A agonist assay, luminescence, cell-based | 340,000 compounds, 0.61% hits | activation, % at 9.3 µM; in the data active means activation mostly above about 9.5%, no sharp cut-off; inactive means mostly below about 7.6%;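 further: 0% = cells with vehicle only and 100% = reference agonist; strong numbers were not always called active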
# phage Ecoli inh – E. coli growth loss with phage present | inhibition, % at 11.9 µM | AID 651602 | growth absorbance | 360,000 compounds, 0.26% hits; in the data active means inhibition above about 11%
# Mot1-301 SUMO – blocks SUMOylation pathway, rescuing yeast Mot1-301 growth; S. cerevisiae Mot1-301 growth rescue, ATP luminescence, 38.5C; percent above DMSO median, 100 means doubled; growth rescue, % at 18.8 µM; 320,000 compounds, 1% hits;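 active means every valid replicate shows activation above 250% relative to neutral control wells; inactive means the rest, any valid replicate at or below 250%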;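 further: OY570 slx delta 5 strain wells were the positive control but not used for scaling; some compounds called inactive have numbers as strong as hits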
# PKA-R2B activ – PKA-R2B complex activation | 340,000 compounds, 0.079% hits | PKA-R2B holoenzyme dissociation, Cy5-IP20 fluorescence polarization; R2B truncated from residue 108, S112A mutant; 0% DMSO only, 100% 113 µM cGMP | activation, % at 11.4 µM;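 active means activation above a cutoff set at the mean over all compounds plus 3 SD, cut at about 18% in these data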;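 further: higher means more holoenzyme dissociation and a rise in polarization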
# Target sequence (P31323 whole entry, looked up, other chains not shown, the tested form may be a part): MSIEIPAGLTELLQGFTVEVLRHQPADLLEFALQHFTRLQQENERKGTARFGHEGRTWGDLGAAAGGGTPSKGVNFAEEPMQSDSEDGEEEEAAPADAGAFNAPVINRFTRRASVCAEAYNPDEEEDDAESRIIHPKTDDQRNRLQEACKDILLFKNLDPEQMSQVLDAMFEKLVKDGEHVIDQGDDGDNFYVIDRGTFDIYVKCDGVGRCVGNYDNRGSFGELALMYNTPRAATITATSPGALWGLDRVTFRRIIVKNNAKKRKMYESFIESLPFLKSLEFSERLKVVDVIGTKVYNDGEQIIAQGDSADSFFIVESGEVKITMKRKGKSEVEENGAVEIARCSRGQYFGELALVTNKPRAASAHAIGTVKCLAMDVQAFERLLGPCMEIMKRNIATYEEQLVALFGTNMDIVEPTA
# Numbers without * were called inactive; . = not tested or not shown.
SMILES,HTR5A inv ag,CDK5 inh,DAGLB inhibitor,Tat transport,Ecoli viability,AddAB inh,PKA-R1A activ,HTR5A ag,phage Ecoli inh,Mot1-301 SUMO,PKA-R2B activ
Cc1c(=O)n(OCc2cccc(F)c2)c2ccccc2[n+]1[O-],13,-2.6,-2,-4,1.6,-1.5,-11,-2,0.4,5,0
O=C1CC(c2cccs2)c2cc3c(cc2N1)OCCO3 (stereo not given),-11,-1.6,-1,-11,3.7,-0.4,-6,4,1.4,17,11
COc1ccc(CC(=O)OCC(=O)Nc2ccc3c(c2)OCO3)cc1,-9,3.9,1,-3,-1.4,-2.2,-2,-1,4.0,-6,2
CN(C)c1oc(COc2ccc(F)cc2)nc1C#N,7,0.1,3,-15,-0.6,2.4,-8,-2,4.4,-5,10
COc1ccc(C(=O)NCCSCc2ccccc2Cl)cc1OC,-2,1.8,1,2,-2.4,0.3,-10,1,3.3,-7,4
O=C(CC1C(=O)NCCN1Cc1ccccc1)NCCCOc1cccnc1 (stereo not given),19,0.3,-1,-8,-1.8,6.8,-10,-2,2.1,-24,-4
CC(=O)Nc1ccc(NC(=O)C(C)OC(=O)c2ccccc2NS(=O)(=O)c2cccs2)cc1 (stereo not given),-15,-1.5,4,7,-1.3,0.1,-3,-2,1.2,180,-4
COCC(=O)N(C)C1(c2nnnn2CCOC(=O)Nc2ccc(Cl)cc2)CCCCC1,3,-1.8,0,7,0.3,1.5,4,-1,3.4,-4,-5
CCN1CC=C2C(C#N)=C(N)C(C#N)(C#N)[C@H](c3cccc(OC)c3OC)[C@H]2C1,-17,0.4,-3,-1,3.1,1.9,-8,1,2.0,47,-4
COc1ccc(CC(=O)N/N=C(\C)c2ccc(Br)s2)cc1,-11,1.3,-1,9,2.0,5.5,0,4,2.7,-1,1
Cc1ccc(OCC(=O)Nc2ccccc2N2CCOCC2)c(C)c1,11,1.1,-14,9,1.9,-0.3,-5,-3,3.0,-5,5
O=C(NCc1ccccc1Cl)C1CCN(c2cnccn2)CC1,-25,-3.8,3,3,1.9,2.4,-2,0,3.2,-2,-9
CCOC(=O)N1CCN(c2cc(=O)n(-c3ccc(Br)cc3)c(=O)[nH]2)CC1,-21,0.7,5,-1,-0.4,0.5,-3,7,3.3,9,-6
Oc1ccc(/C=N/n2c(COc3ccccc3)n[nH]c2=S)c(O)c1,-3,9.5,3,4,-1.2,-1.0,-7,1,5.1,-4,-6
COc1ccccc1CCNC(=O)CCSc1nc(-c2ccco2)cc(C(F)(F)F)n1,-17,0.5,-12,-5,1.3,4.0,-15,6,0.5,12,-1
CCOCCCNC(=O)c1ccc2c(c1)N(Cc1ccccc1)C(=O)CS2=O (stereo not given),-1,-0.8,-3,-3,1.7,4.3,5,0,2.4,6,-1
CNC(=O)c1nnsc1S(=O)c1ccc(Cl)cc1 (stereo not given),9,4.1,-5,-24,.,.,-1,-3,2.8,.,-3
O=C(Nc1ccc2c(c1)CCC2)c1cnc(Cl)c(Cl)c1,-29,-2.5,-9,-1,1.3,1.4,-5,11*,2.0,8,4
COCC(C)n1c(C)cc(C(=O)CSc2nc(C)c(C)c(C)n2)c1C (stereo not given),-11,0.1,-3,-1,0.9,0.8,-5,-3,-0.1,-9,1
CC(=O)c1ccc(OCc2cc(C(=O)N3CCN4CCCC4C3)no2)cc1 (stereo not given),6,0.6,-1,-3,-2.5,0.4,-19,0,4.8,349,7
CCCCn1c(=O)[nH]c(=O)c2c1nc(CN1C(=O)c3ccccc3S1(=O)=O)n2CCC,-2,-0.6,1,-12,1.3,0.1,0,1,0.3,-6,-2
CCNc1nc(Oc2ccc(C(=O)OC)cc2)nc(N2CCOCC2)n1,3,-1.4,-2,19,0.2,-2.3,-4,-1,2.5,-1,-6
COc1ccc(C(OC(=O)c2ccco2)C(=O)NC2CCCCC2)cc1 (stereo not given),-12,1.5,-2,-9,0.9,0.6,4,-4,1.1,64,-6
Cn1c(SCC(=O)N2CCCC2)nc2ccccc21,-7,0.3,4,6,1.6,3.0,-4,-3,2.2,-16,-5
CCOc1ccc(C(=O)Nc2ccc3c(c2)OCCO3)cc1[N+](=O)[O-],.,0.5,.,-6,1.3,4.6,.,.,1.6,0,.
COc1cc(OC)nc(NC(=O)NS(=O)(=O)c2ccccc2Cl)n1,-8,-3.0,0,1,-2.5,0.2,-1,-3,1.2,12,10
Cc1ccc(NC(=O)NC2(C(=O)NCc3ccccc3)CCCCC2)cc1,-8,-0.5,-3,1,-1.4,2.5,1,-1,1.7,-5,-7
CCc1nnc(NC(=O)c2oc3ccc(Br)cc3c2C)s1,-7,1.8,-5,2,-0.7,-3.1,1,2,3.3,12,-5
CC(C)CCn1c(SCC(=O)c2ccccc2)nc2c1c(=O)[nH]c(=O)n2C,-21,4.3,-4,-2,2.0,0.3,-1,7,2.7,549,-5
COc1ccc(Oc2cc(C)c3cccc(C)c3n2)cc1,3,-0.4,-18,-2,0.9,0.6,-7,2,4.8,20,-4

# Structures from the list above with two or more sulfur atoms, in the order listed:
SMILES,HTR5A inv ag,CDK5 inh,DAGLB inhibitor,Tat transport,Ecoli viability,AddAB inh,PKA-R1A activ,HTR5A ag,phage Ecoli inh,Mot1-301 SUMO,PKA-R2B activ
CC(=O)Nc1ccc(NC(=O)C(C)OC(=O)c2ccccc2NS(=O)(=O)c2cccs2)cc1 (stereo not given),-15,-1.5,4,7,-1.3,0.1,-3,-2,1.2,180,-4
CNC(=O)c1nnsc1S(=O)c1ccc(Cl)cc1 (stereo not given),9,4.1,-5,-24,.,.,-1,-3,2.8,.,-3

# Next results.
SMILES,HTR5A inv ag,CDK5 inh,DAGLB inhibitor,Tat transport,Ecoli viability,AddAB inh,PKA-R1A activ,HTR5A ag,phage Ecoli inh,Mot1-301 SUMO,PKA-R2B activ
CCOC(=O)CNC(=O)CNC(=O)c1nn(-c2ccc(OC)c(OC)c2)c(=O)c2ccccc12,-10,-0.5,-2,-1,-2.0,1.0,-4,3,-0.6,-8,-2
NNC(=S)NCc1ccc2c(c1)OCO2,-15,0.6,-4,-7,-1.2,3.2,-6,7,3.1,-11,-7
Cc1ccc(S(=O)(=O)N(C)C)cc1NC(=O)COC(=O)C1CC1,-22,-0.4,2,-5,0.2,1.1,-6,8,3.7,.,-8
Cc1ccc(C(CNC(=O)Nc2ccc(Cl)cc2)N2CCN(C)CC2)cc1 (stereo not given),-11,1.6,1,1,-0.2,4.2,1,-2,2.4,-5,-4
CCCOc1ccc(-c2c(C(=O)N/N=C(\C)COc3ccccc3)nnn2-c2nonc2N)cc1,-1,-0.4,0,-14,-0.5,0.2,-4,0,0.0,9,-5
CC1(C(=O)O)CCC(C(=O)NC2CCCCC2)C1(C)C (stereo not given),-1,-0.9,2,-10,-0.1,-0.3,9,-2,4.0,5,-2
Cc1ccc(C)c2sc(NC(=O)C3CC3)nc12,-14,-0.3,-2,-9,2.3,1.5,-9,-2,3.8,-11,2
O=C1C=C(N2CCOCC2)CO1,-16,0.5,2,-5,-1.1,1.9,-10,6,-0.8,-1,-8
C=CCC[C@@H](Cc1ccc(F)cc1)C(=O)OC[C@H]1CCCN1C(=O)[C@@H](CC=C)CC(=O)N[C@H](CO)Cc1ccccc1,9,-0.9,-5,28,-3.1,-1.1,11,-2,2.1,43,5
Nc1cc(N)nc(SCC(=O)Nc2cc(S(=O)(=O)N3CCOCC3)ccc2Cl)n1,8,-0.6,-4,-2,0.2,3.2,-13,2,-0.3,-24,-9
O=S(=O)(c1cnccc1N1CCN(/N=C/c2ccc(Cl)cc2)CC1)N1CCCCC1,-22,1.8,2,-1,-0.1,1.9,1,9,2.7,-6,-3
C#CCOCCOCCOCCNc1nc(N2CCN(C(=O)[C@H]([C@@H](C)CC)n3cc([C@@H](N)CC(C)C)nn3)CC2)nc(N2CCN(C(=O)[C@H]([C@@H](C)CC)n3cc([C@@H](N)CC(C)C)nn3)CC2)n1,13,-0.5,3,6,-6.0,-1.4,-5,1,4.6,19,2
Cc1ccc(C(=O)CC2(O)C(=O)N(CCc3ccccc3)c3ccc(Br)cc32)o1 (stereo not given),-4,1.4,-2,-3,-1.1,2.8,-17,1,3.2,-23,-6
CC[C@H](C)[C@H]1CNC(=O)C(=O)N1CC1CCN(CCc2ccccc2)CC1,-6,1.4,4,0,.,.,-13,2,-0.9,.,-13
COc1cc(C(=O)Nc2nnc(CC(=O)NCc3ccccc3)s2)cc(OC)c1OC,9,-1.4,-1,3,-2.2,-2.5,1,-4,1.5,-8,0

# Taken from above:
# For phage Ecoli inh, Cc1ccc(C(=O)CC2(O)C(=O)N(CCc3ccccc3)c3ccc(Br)cc32)o1 (stereo not given) reads 3.2
# For phage Ecoli inh, CCCOc1ccc(-c2c(C(=O)N/N=C(\C)COc3ccccc3)nnn2-c2nonc2N)cc1 reads 0.0
# For Tat transport, O=S(=O)(c1cnccc1N1CCN(/N=C/c2ccc(Cl)cc2)CC1)N1CCCCC1 reads -1

# Next section:
SMILES,HTR5A inv ag,CDK5 inh,DAGLB inhibitor,Tat transport,Ecoli viability,AddAB inh,PKA-R1A activ,HTR5A ag,phage Ecoli inh,Mot1-301 SUMO,PKA-R2B activ
Cc1nn2c(Nc3ccccc3)c3c(nc2c1-c1ccccc1)CCC3,9,0.1,-2,5,-2.6,0.7,0,-3,3.9,.,-8
COC(=O)CCN1CCN(S(=O)(=O)c2ccccc2Br)CC1,8,-1.6,1,-2,-1.1,-1.5,7,5,-3.4,9,-8
CCC1CCC/C1=N\NC(=O)c1ccc(Cl)cc1 (stereo not given),-15,1.5,-6,9,-0.1,1.3,6,-2,1.8,-24,0
O=C(COC(=O)CNC(=O)c1sc2ccccc2c1Cl)NC1CCS(=O)(=O)C1 (stereo not given),-1,0.4,-1,5,1.7,2.0,-4,-3,1.9,27,-1
Cc1ccc(S(=O)(=O)N/N=C/c2ccc(OCC(=O)Nc3ccccc3Cl)cc2)cc1,4,0.0,-3,15,-0.9,1.8,-16,-1,2.9,14,-3
CN(C)C(=S)Nc1ccc(Br)c(Cl)c1,11,-4.8,-6,-8,-0.5,0.3,-5,-1,0.1,17,8
CC1CCN(C(=O)CCCN2C(=O)c3cccnc3Oc3ccc(Cl)cc32)CC1,-1,-1.2,-1,-11,-2.0,-1.1,2,-1,-0.9,35,-15
O=C(O)COc1ccccc1/C=C1\C(=O)Nc2ccc(Br)cc21,2,-1.5,4,-7,-0.1,-1.8,-5,-1,2.8,16,-3
CCn1c(O)c(C=NC2CCCC(C)C2C)sc1=S (stereo not given),-20,-1.4,-1,20,3.2,3.5,5,9,1.0,100,2

# Random draw from the library. About 2.3% of those tested had a hit in this group.
